Mm-Cpn inhibitor: M. maripaludis TRiC chaperonin inhibition. purified Mm-Cpn ATPase, ADP Transcreener TR-FRET. Potency, µM (top dose mostly 76.9 µM), without a hit: at the top dose activity, negative = inhibition, hits mostly inhibitors. actives 0.031% (n = 330,000); note: potency is the fitted concentration of half-maximal effect; % is set by controls: 0 for no effect and ±100 for the full control effect; nearly all actives have a fitted effect of over 80% in size
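25 nM Mm-CPN + cpd, 10 min 37°C; + 10 uM ATP, 30 min 37°C; buffer 30 mM Tris pH 7.4, 100 mM KCl, 5 mM MgCl2, 1 mM DTT; Transcreener ADP HTRF detection 30 min RT.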
PI5P4K alpha inh: inhibitors of human PI5P4K alpha; actives 1.2% (n = 330,000); max response, %; P48426; PI5P4Kalpha enzyme, ADP-Glo luminescence, 60 min; hits give low values; active = max response of -50% or lower; inconclusive = between -30% and -50%; inactive = -30% or higher; note: value at the top dose of about 77 µM; % is set by controls: 0 for no effect and ±100 for the full control effect
Target sequence (P48426 whole entry, looked up): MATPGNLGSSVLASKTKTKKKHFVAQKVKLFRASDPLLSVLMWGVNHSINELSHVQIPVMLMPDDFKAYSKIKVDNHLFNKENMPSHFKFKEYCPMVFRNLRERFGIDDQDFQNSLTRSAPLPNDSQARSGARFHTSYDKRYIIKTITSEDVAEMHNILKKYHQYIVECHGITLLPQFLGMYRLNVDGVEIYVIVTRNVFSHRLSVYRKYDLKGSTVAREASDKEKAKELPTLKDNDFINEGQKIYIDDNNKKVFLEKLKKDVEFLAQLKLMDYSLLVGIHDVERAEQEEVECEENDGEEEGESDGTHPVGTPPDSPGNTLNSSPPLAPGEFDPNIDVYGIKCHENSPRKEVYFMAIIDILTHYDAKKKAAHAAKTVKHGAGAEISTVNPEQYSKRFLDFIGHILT
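qHTS, 1536-well: enzyme/substrate mix, compound by pin tool, 5 microM ATP final; RT 60 min; ADP-Glo reagents 1 (45 min) then 2 (30 min); luminescence.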
PLK1 PBD inh: blocks phosphopeptide binding to human PLK1 polo-box domain | P53350 | AID 720504 | Plk1 PBD binding of FITC phosphopeptide, fluorescence polarization | actives 2.8% (n = 360,000) | Potency, µM, for inactives: max response, negative = inhibition, actives largely listed as inhibitors; note: potency is the fitted concentration of half-maximal effect; series mostly up to about 57 µM; % is set by controls: 0 for no effect and ±100 for the full control effect; nearly all actives have a fitted effect of over 65% in size
Target sequence (P53350 whole entry, looked up, the tested form may be a part): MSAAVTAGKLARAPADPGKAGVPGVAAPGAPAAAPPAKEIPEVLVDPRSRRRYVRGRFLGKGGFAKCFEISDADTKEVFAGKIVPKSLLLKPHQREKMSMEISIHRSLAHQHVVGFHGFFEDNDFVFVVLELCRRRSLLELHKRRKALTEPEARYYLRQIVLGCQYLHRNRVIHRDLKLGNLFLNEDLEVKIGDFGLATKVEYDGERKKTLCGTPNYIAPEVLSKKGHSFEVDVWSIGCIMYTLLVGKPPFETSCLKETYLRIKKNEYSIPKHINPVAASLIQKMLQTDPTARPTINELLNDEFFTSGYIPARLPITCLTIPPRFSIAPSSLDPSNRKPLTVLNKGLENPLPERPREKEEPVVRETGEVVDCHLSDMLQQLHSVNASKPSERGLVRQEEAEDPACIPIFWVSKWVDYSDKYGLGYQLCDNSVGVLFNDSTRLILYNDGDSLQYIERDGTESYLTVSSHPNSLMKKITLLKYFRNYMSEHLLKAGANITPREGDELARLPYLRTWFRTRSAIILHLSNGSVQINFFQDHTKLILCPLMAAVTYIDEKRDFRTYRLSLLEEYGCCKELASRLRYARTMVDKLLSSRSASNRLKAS
CCT chaperon mod: cytosolic chaperonin activity modulation; actives 0.3% (n = 360,000); purified chaperonin ATPase assay, HTRF ADP detection, 30 min; AID 651819; activity change, % (concentration not given with the values), hits read low; in the data active = activity change below about -30%; note: % is set by controls: 0 for no effect and ±100 for the full control effect
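We incubate TRiC, 40 or 20 nM final, with library compounds at 76 uM and 10 uM ATP for 30 min at 37 °C. ADP formed is detected with Transcreener HTRF reagents after 30 min at room temperature.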
EPAC1 antagonist: antagonists of human EPAC1; O95398; EPAC1 GEF assay, Rap1b-BODIPY-GDP exchange fluorescence; Potency, µM (series often up to 115 µM), for the others: at the highest dose activity change, negative = inhibition, hits mostly inhibitors; actives 0.14% (n = 360,000);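 note: potency is the fitted concentration of half-maximal effect; plate controls were vehicle for no effect and positive control for full effect; nearly all actives have a fitted effect of over 50% in size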
WRN helicase inh: blocks human WRN helicase | Potency, µM (titrated, usually from 114 µM), inactives show at the top dose activity change, negative = inhibition, hits mostly inhibitors | Q14191 | actives 0.46% (n = 360,000) | WRN helicase unwinding, fluorescent forked duplex, kinetic; note: potency is the fitted concentration of half-maximal effect; % is set by controls: 0 for no effect and ±100 for the full control effect; nearly all actives have a fitted effect of over 55% in size
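Screening of the MLSMR collection measured strand separation of a quenched forked DNA duplex (100 nM) by 20 nM WRN with 2 mM ATP, all final. Compounds were preincubated with enzyme 15 min at room temperature.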
EPAC2 antag: blocks human EPAC2 exchange factor; Q8WZA2; EPAC2 GEF exchange of Rap1B-BODIPY-GDP, fluorescence; Potency, µM (doses to about 114 µM), inactives show at the top dose activity, negative = inhibition, hits mostly inhibitors; actives 0.18% (n = 360,000); note: potency is the fitted concentration of half-maximal effect; % is set by controls: 0 for no effect and ±100 for the full control effect; nearly all actives have a fitted effect of over 45% in size; many of its hits are not listed in these tables
EPAC1 agonist: agonists of human EPAC1; EPAC1 agonist qHTS, biochemical assay; response scale: 100% = response to 6.5 mM cAMP; Potency, µM (titrated, usually from 154 µM), inactives show at the highest dose activation, hits mostly activators; actives 0.073% (n = 360,000); AID 720707; note: potency is the fitted concentration of half-maximal effect; nearly all actives have a fitted effect of over 60% in size
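Nucleotide exchange by EPAC1 (100 nM) on Rap1B–BODIPY-GDP (250 nM) in the presence of 50 uM GDP is tracked fluorescently at 480/540 nm over 30 min. Signals are normalized to a 6.5 mM cAMP control.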
An asterisk follows results filed as active; ? = inconclusive; · = not tested or not shown; [ ] = dose if it differs, or a comment. Unless noted, calls come from the whole dose curve; as a rule, active = well fitted curve in the direction sought with a large enough effect; inconclusive = small, poorly fitted or top-dose-only effect, or another doubt; inactive = no such curve, though single readings can be large; an effect the other way counts as inactive or inconclusive. An excerpt; rates above refer to the full screens.

SMILES	Mm-Cpn inhibitor	PI5P4K alpha inh	PLK1 PBD inh	CCT chaperon mod	EPAC1 antagonist	WRN helicase inh	EPAC2 antag	EPAC1 agonist
O=C(O)Cn1c(-c2ccccc2)cc2ccccc21	1%	4	-1%	-2.5	14%	-7%	-10%	10%
COCCNS(=O)(=O)c1ccc(C2CNC(=O)C2)cc1 (configuration not stated)	0%	-1	-9%	-9.5	-10%	5%	17%	5%
CCCn1c(-c2ccccc2)cc(SC)c(C#N)c1=O	-1%	0	-3%	-1.1	-6%	10%	25%	11%
COCCNC(=O)/C(C#N)=C/c1ccc(OCC(=O)NC2CCCCC2)cc1	0%	2	-11%	0.5	-4%	9%	14%	-6%
Brc1ccc(-c2nc3ccc(Br)cn3c2Cc2ccccc2)cc1	·	8	-1%	-0.9	-1%	-14%	3%	7%
Nc1c(C(=O)CSc2nnc(Nc3ccc(F)cc3)s2)c(=O)[nH]c(=O)n1C1CC1	1%	-1	1%	3.4	?	-14%	-16%	-5%
CCN(CC)C(=O)C(C)OC(=O)COc1ccc(Cl)cc1Cl (configuration not stated)	-1%	-3	-4%	1.1	-24%	-9%	1%	-3%
COC(=O)c1c(C)[nH]c(C(=O)OCC(=O)c2c(N)n(CC(C)C)c(=O)n(C)c2=O)c1C	1%	-8	-1%	0.2	-25%	0%	-4%	-1%
CC(C)Cc1ccc(C2=CSC3=NCCN23)cc1	·	0	-7%	-3.2	8%	4%	1%	7%
COc1cc(Cl)ccc1OC1(C)CCN(Cc2ccc3ccccc3c2)C1 (configuration not stated)	·	16	8%	-2.4	-20%	-8%	-9%	-1%
CCc1nc(N2CCN(C(=O)c3ccco3)CC2)c(C#N)c2c1COC(C)(C)C2	-1%	0	0%	0.6	1%	-6%	-13%	0%
Cc1nnc(SCCn2c(N3CC(C)CC(C)C3)nc3c2c(=O)n(C)c(=O)n3C)s1 (configuration not stated)	-5%	-6	-11%	-0.6	-3%	1%	-1%	3%
Cc1c(Cl)cccc1NC(=O)CNC(=O)c1cn(-c2ccccc2)nc1-c1cccnc1	-6%	1	4%	0.7	2%	-3%	4%	14%
Cc1oc2ccc(O)cc2c1C(=O)c1ccc(F)cc1	·	0	-4%	2.2	5%	0%	-14%	6%
CC(/C=C/C=C/c1ccccc1)=N/NC(=O)C(O)c1ccccc1 (configuration not stated)	0%	-6	-5%	1.1	24%	2%	11%	-10%
COc1ccc(-n2nnnc2-c2ccc(S(C)(=O)=O)cc2Cl)cc1	0%	-1	-12%	1.3	6%	-3%	2%	2%
Cc1ccc(-c2nnc(SCC(=O)N/N=C/c3ccc(C)s3)n2-c2ccc(C)cc2)cc1	1%	-9	-10%	-0.2	-8%	-24%	-3%	3%
O=C1C(Cl)=C(NCCCN2CCOCC2)C(=O)N1CCc1ccccc1	0%	·	-3%	-0.5	2%	1%	8%	-3%
COc1ccc(S(=O)(=O)Nc2cccc3c2O[C@H](CN(C)S(=O)(=O)c2cn(C)cn2)[C@@H](C)CN([C@H](C)CO)C3=O)cc1	2%	-6	-7%	-3.3	3%	7%	0%	-6%
COc1ccc(C(=O)NCCCNC(=O)c2ccccn2)cc1Br	-3%	0	-2%	-2.0	-12%	-5%	-13%	1%
O=[N+]([O-])c1cccc(Nc2nc(Cl)nc(Cl)n2)c1	1%	-25	-7%	-4.3	-4%	-21%	7%	6%
COc1cccc(OCc2cc(C(=O)N3CCN(c4ccccc4OC)CC3)no2)c1	0%	0	7%	2.0	0%	-11%	6%	-2%
Cc1c(NC(=O)/C(C#N)=C/c2ccc(-c3ccc(Cl)cc3)o2)c(=O)n(-c2ccccc2)n1C	-3%	-9	5%	0.1	38%[activator]	-26%[57.1 µM]	9%	-7%
Cc1nn(-c2cc(N3CCCCCC3)ccc2[N+](=O)[O-])c(=O)c2ccccc12	0%	·	1%	-0.7	-5%	-2%	0%	8%
CC(C)CN(C(=O)CSc1nncs1)c1c(N)n(CC(C)C)c(=O)[nH]c1=O	-2%	-12	-6%	-1.0	5%	9%	12%	-8%
COc1ccccc1N1CCN(S(=O)(=O)CCNC(=O)C2CC2)CC1	-1%	2	-5%	-4.7	-9%	0%	2%	4%
COc1ccc(C(=O)NNC2=NS(=O)(=O)c3ccccc32)cc1OC	5%	-5	-5%	-0.9	-13%	-2%	0%	5%
COc1ccc(NC(=O)n2nc(OC(=O)c3cccs3)cc2N)cc1	·	-3	?	-1.4	-10%	4%	8%	4%
O=C(c1ccc(S(=O)(=O)N2CCOCC2)cc1)N1CCN(S(=O)(=O)c2ccc(Cl)s2)CC1	-2%	7	-3%	-0.2	12%	-9%	-12%	-1%
Cc1ccc(O)c(NC(=O)c2cccc(NC(=O)c3ccco3)c2)c1	1%	0	0%	-2.5	-21%	-5%	0%	0%
CCCCNc1nc(N)ncc1[N+](=O)[O-]	-2%	1	-6%	0.2	-4%	0%	-3%	3%
COc1ccc(COC(=O)c2cccc(S(=O)(=O)N3CCN(C(C)=O)CC3)c2)cc1F	2%	2	-2%	-1.7	1%	-5%	-8%	1%
Cc1cc(C)n(-c2nc(SCC(=O)N3CCCC3)c3c4c(sc3n2)CCCC4)n1	-2%	1	-15%	-3.2	-3%	9%	-1%	0%
O=C(COc1ccc(Cl)cc1)Nc1nc(-c2ccncc2)cs1	-1%	-11	9.5µM*	-0.9	-5%	3%	8%	6%
Fc1cccc(CN2CCN3CCCC3C2C2CCCCC2)c1 (configuration not stated)	-1%	2	-5%	-1.4	0%	-5%	-6%	11%
Cc1cc2cc3c(C)cc(=O)oc3c(C)c2o1	-1%	0	-9%	-2.6	14%	-1%	1%	4%
O=C(CC12CC3CC(C1)CC(CC(=O)NC1=NCCS1)(C3)C2)NC1=NCCS1	-1%	-11	-16%	3.3	-7%	-30%	4%	3%
COc1ccc(N2CC(C(=O)Nc3ccc([N+](=O)[O-])cc3Br)CC2=O)cc1 (configuration not stated)	0%	-5	-21%	-3.1	-3%	6%	1%	1%
COc1cccc(-c2noc(-c3ccc(Cl)nc3)n2)c1	1%	0	-2%	0.0	-13%	-1%	20%	-5%
Brc1cc2ccccc2[n+](Cc2ccccc2)c1	-1%	2	-1%	-5.8	-6%	-2%	8%	10%
Cc1ccc(N(CC(=O)NCc2ccco2)C(=O)CCC(=O)Nc2nccs2)c(C)c1	-3%	-1	-16%	1.5	-6%	25%	-2%	13%
CCOC(=O)Cc1cc(=O)[nH]c(/N=C(\N)Nc2ccc(C)cc2C)n1	1%	3	-9%	-3.2	-14%	4%	4%	0%
O=C(NCCC1=CCCCC1)C1CCN(S(=O)(=O)c2cccs2)CC1	2%	·	-1%	0.4	11%	3%	5%	-4%
CCOc1ccc(S(=O)(=O)N2CCN(Cc3ccccc3)CC2)cc1	1%	14	7%	-5.8	-2%	1%	6%	3%
N#CCCn1cc(/C=N/NC(=O)c2ccncc2)c(-c2ccccc2)n1	2%	·	-1%	-2.3	-1%	-11%	0%	-4%
O=C(c1ccc(-n2c(SCc3cccc(F)c3)nc3ccccc3c2=O)cc1)N1CCOCC1	0%	-12	27µM*	0.9	-9%	6%	9%	-3%
CC(OC(=O)c1ccc(Cl)c(S(=O)(=O)Nc2ccc(F)cc2)c1)C(=O)NC(N)=O (configuration not stated)	-1%	-2	0%	0.7	-28%	0%	-5%	13%
Cc1ccc(N2CN(Cc3ccco3)CNC2=S)c(C)c1	2%	5	-5%	0.3	-7%	5%	10%	9%
Cc1ccc2c(CC(=O)N3CCN(S(=O)(=O)c4ccccc4)CC3)coc2c1	-1%	?	-11%	1.6	-11%	?	-6%	3%
O=C(Nc1ccc(NC(=O)c2cccs2)cc1)c1cccs1	-9%	-3	7%	-0.8	-8%	-5%	2%	-2%

As a working copy, some entries already given.
SMILES	Mm-Cpn inhibitor	PI5P4K alpha inh	PLK1 PBD inh	CCT chaperon mod	EPAC1 antagonist	WRN helicase inh	EPAC2 antag	EPAC1 agonist
Cc1ccc(N(CC(=O)NCc2ccco2)C(=O)CCC(=O)Nc2nccs2)c(C)c1	-3%	-1	-16%	1.5	-6%	25%	-2%	13%
CCOC(=O)Cc1cc(=O)[nH]c(/N=C(\N)Nc2ccc(C)cc2C)n1	1%	3	-9%	-3.2	-14%	4%	4%	0%
O=C(NCCC1=CCCCC1)C1CCN(S(=O)(=O)c2cccs2)CC1	2%	·	-1%	0.4	11%	3%	5%	-4%
CCOc1ccc(S(=O)(=O)N2CCN(Cc3ccccc3)CC2)cc1	1%	14	7%	-5.8	-2%	1%	6%	3%

Further records follow:
SMILES	Mm-Cpn inhibitor	PI5P4K alpha inh	PLK1 PBD inh	CCT chaperon mod	EPAC1 antagonist	WRN helicase inh	EPAC2 antag	EPAC1 agonist
NC(=S)N=Nc1c(O)[nH]c2ccccc12	-7%	5	-6%	-1.6	-15%	?	-16%	1%
O=C(CCc1ccc(O)cc1)N/N=C/c1coc2ccccc2c1=O	-2%	-19	-29%	-3.8	-25%	-5%	3%	12%
S=c1[nH]ncn1NCc1ccc(Cl)cc1Cl	-2%	-1	-10%	-0.5	14%	3%	19%	-1%
COc1ccc(CC(=O)Nc2nc(-c3ccncc3)cs2)cc1	0%	-6	-13%	-0.4	3%	1%	1%	3%
O=C1/C(=C\c2ccc(Br)o2)SC(=Nc2ccccc2)N1c1ccccc1	0%	·	-7%	-2.8	-10%	-32%	5%	2%
Cc1oc(C(=O)O)cc1COc1ccc2c3c(c(=O)oc2c1C)CCC3	0%	3	-9%	-0.4	-3%	6%	-5%	1%
COC(=O)c1ccccc1NC(=O)CN1C(=O)NC2(CCCCCCC2)C1=O	0%	-4	0%	1.6	4%	15%	11%	-12%
Cc1c(=O)n(OCc2ccccc2)c2ccccc2[n+]1[O-]	-1%	0	-6%	-2.4	-13%	-3%	-3%	-5%
CC(C)n1cc(NC(=O)COc2ccccc2Cl)cn1	-2%	1	-7%	-0.6	-4%	2%	1%	3%
Cn1c(=O)c2nc(Cl)c(-c3ccccc3)nc2n(C)c1=O	0%	-3	2%	1.4	4%	-3%	18%	7%
COc1cc(NCc2ccccc2O)c2ncccc2c1	-24%	0	1%	-0.4	6%	12%	?	8%
COc1ccc(-c2ccc3oc(-c4ccc(OC)cc4)c(C#CC4(O)CCCCC4)c3c2)cc1	·	19	-19%	0.1	9%	5%	12%	3%
N#Cc1c(-c2ccc(Cl)cc2)n(O)c2ccccc12	·	-1	-11%	-3.0	-4%	3%	5%	3%
O=C(CSc1n[nH]c(-c2cccs2)n1)N1CCCCC1	1%	11	1%	0.8	-1%	-8%	7%	-5%
COc1ccc(S(=O)(=O)C(C#N)c2nc3ccccc3nc2N2CCCCC2)cc1 (configuration not stated)	0%	-7	?	-2.9	24%	-5%	-1%[57.1 µM]	21%
O=C(COC(=O)c1nc(Cl)ccc1Cl)Nc1ncc(Cl)cc1Cl	-1%	1	-3%	3.2	14%	-11%	17%	-3%
